Rv3671c inh – Rv3671c (M. tuberculosis) protease inhibition; P9WHR9; inhibition, % at 5.96 µM; hit rate 0.048% among 320,000; AID 2606; in the data active means inhibition above about 38%;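 further: extracellular domain of Rv3671c used as enzyme; 0% = enzyme with DMSO and 100% = no enzyme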
Target sequence (P9WHR9 whole entry, looked up, the tested form may be a part): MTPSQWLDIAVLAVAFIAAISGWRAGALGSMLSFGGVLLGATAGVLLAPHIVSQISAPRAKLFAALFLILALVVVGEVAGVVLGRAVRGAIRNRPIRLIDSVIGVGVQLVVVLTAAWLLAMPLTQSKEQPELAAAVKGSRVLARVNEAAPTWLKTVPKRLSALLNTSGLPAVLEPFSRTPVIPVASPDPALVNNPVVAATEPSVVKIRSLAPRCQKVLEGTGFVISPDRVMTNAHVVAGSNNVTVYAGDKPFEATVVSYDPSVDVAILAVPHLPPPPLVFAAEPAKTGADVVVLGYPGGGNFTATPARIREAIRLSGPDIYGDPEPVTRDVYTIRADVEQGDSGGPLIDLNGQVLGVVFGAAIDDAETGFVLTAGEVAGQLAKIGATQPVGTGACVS
PriA SSB inh – blocks PriA binding to SSB C-terminal tail; AlphaScreen SSBct-PriA binding, biotinylated peptide; inhibition, % at 33 µM; hit rate 0.6% among 430,000; AID 1272365; in the data active means inhibition mostly above about 37%, no sharp cut-off; inactive means mostly below about 20%;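 further: plate controls were negative control peptide for no effect and reference peptide for full effect; strong numbers were not always called active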
VHR inh abs – blocks human VHR1 dual specificity phosphatase. recombinant VHR phosphatase, pNPP absorbance. inhibition, % at 13.3 µM. hit rate 0.52% among 290,000. AID 1654; in the data active means inhibition above about 50%; further: some compounds called inactive have numbers as strong as hits
Target sequence (P51452 whole entry, looked up): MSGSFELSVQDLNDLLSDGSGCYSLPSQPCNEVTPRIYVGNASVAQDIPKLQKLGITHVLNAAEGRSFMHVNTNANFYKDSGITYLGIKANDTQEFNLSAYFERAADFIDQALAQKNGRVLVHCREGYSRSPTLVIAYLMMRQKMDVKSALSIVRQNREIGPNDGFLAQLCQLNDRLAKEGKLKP
CCHFV vOTU inh – blocks the CCHF virus ovarian tumor domain protease; CCHFV vOTU protease, Pep-AMC fluorescence; inhibition, % at 11.5 µM; hit rate 0.55% among 370,000; AID 651958; in the data active means inhibition above about 30%; further: 0% = vehicle wells with enzyme and 100% = no enzyme wells
MazEF act – increases E. coli MazEF RNase cleavage of RNA. FAM/BHQ RNA-DNA oligo cleavage fluorescence, 5 h. hit rate 0.32% among 350,000. P0AE70. activation, % at 20 µM; in the data active means activation above about 50%
Target sequence (P0AE70 whole entry, looked up): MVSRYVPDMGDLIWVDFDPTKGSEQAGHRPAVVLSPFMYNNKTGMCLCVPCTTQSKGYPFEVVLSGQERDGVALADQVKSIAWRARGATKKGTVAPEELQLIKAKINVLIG
PrPC surface inh – inhibitors of human cell surface prion protein PrPC | P04156 | TR-FRET read-out | inhibition, % at 13.8 µM | hit rate 0.43% among 370,000 | AID 720596; in the data active means inhibition above about 24%; further: 0% = median of the test wells and 100% = reference compound wells
SARS 3CLpro inh – SARS-CoV 3CLpro protease inhibition; hit rate 0.14% among 290,000; recombinant SARS-CoV 3CLpro, quenched FRET peptide cleavage; inhibition, % at 6 µM; AID 1706; in the data active means inhibition above about 12%
BoNT A protease – inhibitors of Botulinum neurotoxin A light chain protease; hit rate 0.17% among 360,000; AID 588499; multiplex microsphere protease substrate cleavage, flow cytometry; inhibition, % at 10 µM; further: plate controls were buffer without enzyme for full effect and enzyme alone for no effect
Anthrax LF prot – inhibitors of Bacillus anthracis lethal factor protease. multiplex microsphere protease cleavage assay, LF. hit rate 0.12% among 360,000. AID 588501. inhibition, % at 10 µM; further: plate controls were buffer without enzyme for full effect and enzyme alone for no effect
BoNT F protease – BoNT F light chain protease inhibition. Multiplex microsphere protease cleavage assay, flow cytometry. inhibition, % at 10 µM. hit rate 0.22% among 360,000. AID 588497; in the data active means inhibition above about 35%, passing the limit was not always enough; inconclusive means no clear call, values can overlap the other calls; further: plate controls were buffer without enzyme for full effect and enzyme alone for no effect
The depositor's hits bear a star; ? = inconclusive; nt = not tested or not shown; & = joins results of further samples. Unless noted, no stated cut-off is given here; in the data, active means inhibition above about 30%; inconclusive means no clear call, values can overlap the other calls; inactive means below that. This is a subset (hit frequency here may not be typical).

SMILES | Rv3671c inh | PriA SSB inh | VHR inh abs | CCHFV vOTU inh | MazEF act | PrPC surface inh | SARS 3CLpro inh | BoNT A protease | Anthrax LF prot | BoNT F protease
CCS(=O)(=O)n1nc(-c2ccco2)nc1N | -4 | 4 | -14 | 10 | 6 | -1 | 4 | -0.6 | 4 | -7
CC(=O)NS(=O)(=O)c1ccc(NC(=O)CSc2ccccc2)cc1 | 8 | -3 | -4 | -9 | -1 | 6 | 0 | 0.6 | -3 | 4
CCCCNc1nc2ccccc2nc1NS(=O)(=O)c1ccc(F)cc1 | 6 | 4 | 16 | -13 | 8 | 2 | 2 | 1.3 | -2 | 17
COc1ccc(CNc2nc3ccccc3n2Cc2ccc(Cl)cc2)cc1OC | 3 | 10 | -2 | 5 | -5 | 6 | -2 | -0.8 | -1 | -6
CCOc1ccc(CNC(=O)C(=O)c2cn(CC(=O)N3CCOCC3)c3ccccc23)cc1OC | 2 | -4&-1 | 62 | 3 | 2 | -3 | -5 | 0.4 | -4 | 7
Cc1cc(C)cc(N2C(=O)CN(Cc3ccccc3)C2=S)c1 | -16 | -2 | 6 | 6 | 4 | 5 | 8 | -0.5 | -12 | -5
CC(Oc1ccc(Cl)cc1)/C(N)=N/O (centres undefined) | 3 | nt | 5 | 10 | -5 | 6 | 2 | -0.1 | 0 | -2
CC(=O)N(CCc1ccccc1C)Cc1cc2cc3c(cc2[nH]c1=O)OCO3 | 0 | -13 | -8 | -10 | 4 | -1 | 0 | -0.7 | -3 | -2
CC1CN(C(=O)N2c3ccccc3Sc3ccccc32)C(C)CC1=O (centres undefined) | -5 | -9 | 4 | 15 | 2 | -3 | 5 | 0.7 | -2 | -3
COC(=O)c1cccc(OCC(O)Cn2cnc3cc(C)c(C)cc32)c1 (centres undefined) | -1 | -2 | 20 | -1 | -6 | 11 | 12 | -0.8 | ? | 1
COc1ccc(Cl)cc1NC(=O)COC(=O)Cc1cc(OC)c(OC)c(OC)c1 | 2 | -11 | nt | -4 | 3 | 10 | nt | -0.1 | -8 | -5
COc1ccc(CC(=O)NC(C)c2nnc(SCC(=O)Nc3ccccc3F)n2C)cc1 (centres undefined) | 4 | 3 | 19 | 12 | 5 | -1 | -1 | -0.4 | -1 | -5
CC(=O)Nc1ccc(CNc2nc3cc(-c4ccccc4C)sc3c(=O)n2C)cc1 | nt | nt | nt | 4 | nt | -3 | nt | -0.3 | -4 | -1
COc1nccnc1NS(=O)(=O)c1ccc(NC(=S)NC(=O)/C=C/c2ccc(F)cc2)cc1 | -1 | 11 | -3 | 38* | 12 | 0 | -3 | -0.1 | 4 | 2
CCOCCCn1c(=S)[nH]c2cc(C(=O)NC3CCCCC3C)ccc2c1=O (centres undefined) | -8 | -6 | -31 | 10 | -2 | 5 | 2 | -1.0 | -1 | -2
COCCCN1C(=O)C(CC(=O)NCCCCc2ccccc2)CC(C(=O)N(C(C)C)C(C)C)=C1C (centres undefined) | nt | nt | nt | 0 | nt | -11 | nt | -1.1 | -4 | -10
O=C(CN1CCOCC1)Nc1cccc(Cl)c1Cl | 2 | -12 | 6 | -2 | -4 | -1 | 3 | ? | 1 | -9
CCN1CCCC1CNC(=O)c1csc2c1CCCC2 (centres undefined) | -2 | -6 | -2 | 11 | -8 | 3 | -2 | 1.9 | -2 | 2
O=C(Nc1nnc(-c2cccs2)o1)c1cccc(Oc2ccccc2)c1 | -10 | -9 | -8 | 14 | 2 | 5 | 8 | -1.2 | -16 | -7
CCOC(=O)C1(Cc2cccc(Cl)c2)CCCN(C(=O)c2ccc(COC)s2)C1 (centres undefined) | 6 | -13 | -17 | 31* | 2 | 9 | 0 | 0.9 | -2 | 11
CC(=O)Nc1ccc(OCCC[n+]2ccccc2)cc1 | 7 | 0 | 25 | 6 | -1 | 8 | 4 | -0.2 | -1 | 0
CNC(=O)/C(C#N)=C/c1ccc(-c2nc3ccccc3s2)o1 | 4 | -5 | 0 | -11 | 94* | 5 | -1 | 0.3 | -3 | 2
CCCCCc1ccc(-c2cn(Cc3cccc(OC)c3)nn2)cc1 | -15 | -16 | 13 | 13 | -9 | 0 | 5 | -1.0 | -1 | -10
O=[N+]([O-])c1ccc(O)c(Nc2ncnc3ccc(Br)cc23)c1 | 8 | -20 | 8 | -5 | 2 | 1 | -5 | 0.3 | 2 | 3
CC1=Nc2ccccc2/C1=C/c1c(N)n2c(S(=O)(=O)C(C)C)nsc2nc1=O | -2 | nt | 6 | 8 | 0 | -8 | 7 | 0.0 | -1 | 2
Cc1ccc2c(CN3CCN(C(=O)c4ccco4)CC3)cc(=O)oc2c1C | 2 | 4 | 33 | -7 | 7 | -4 | 2 | -0.1 | -1 | -1
O=P1(O)Cc2ccccc2-c2ccccc21 | nt | 6 | nt | -12 | 11 | -3 | nt | -0.1 | 0 | 0
Cc1nn2c(-c3cccc(NC(=O)CSc4nc5ccccc5o4)c3)nnc2c2ccccc12 | -92 | 8 | 6 | -5 | -39 | 4 | 2 | -0.3 | -4 | 6
Cc1ccccc1S(=O)(=O)Cc1ccc(C(=O)NCCN2CCCCC2C)o1 (centres undefined) | -15 | 2 | -4 | 3 | -2 | 0 | 5 | -1.3 | -7 | 1
C#CCNC(=O)C1=C[C@@H](c2ccc(C#C)cc2)[C@H](CCCO)[C@@H](OCC)O1 | 2 | -19 | -2 | -10 | -5 | 4 | -5 | -0.5 | -5 | 0
O=C1C=C(c2n[nH]nc2-c2ccccc2)C[C@@H](c2ccc(F)cc2)C1 | nt | nt | nt | 19 | 2 | 11 | nt | -0.5 | -3 | -1
O=C(c1cnn2c(C(F)(F)F)cc(-c3cccs3)nc12)N1CCN(C(c2ccccc2)c2ccccc2)CC1 | 6 | -8 | -22 | 15 | 9 | 1 | -1 | 0.2 | -1 | -4
O=C(O)CN1C(=O)NC2(CCOc3ccccc32)C1=O (centres undefined) | -5 | 2 | -11 | 1 | 10 | -6 | -6 | 0.0 | -4 | 0
O=C(CCc1nc2ccccc2s1)NCc1ccccc1F | 1 | 9 | -1 | -12 | -28 | -1 | -1 | 0.9 | 1 | -3
CCOc1ccc(N(CC(=O)Nc2cccc(Br)c2)S(C)(=O)=O)cc1 | -11 | -7 | 8 | 8 | 7 | -1 | -6 | -2.3 | -8 | ?
COc1ccc(OCCCN2CCc3ccccc3C2)cc1 | -3 | 7 | -8 | 16 | 3 | -4 | 0 | -5.2 | -15 | ?
CN(C)/C=C1\N=C(c2ccccc2)OC1=O | -1 | -5 | 8 | 24 | 10 | -9 | 1 | -0.1 | 0 | -3
COc1ccc(-n2c(C)cc(/C=C/c3nc(O)c([N+](=O)[O-])c(=O)[nH]3)c2C)cc1 | 7 | -19 | 14 | 10 | 10 | 3 | -5 | 0.3 | -7 | -10
CCSc1nnc2c(n1)OC(C)(C)Nc1ccccc1-2 | -1 | -6 | 12 | 4 | -22 | -1 | -4 | 0.3 | 0 | 2
COCCc1nc2ccc(C(=O)N3CCCC(CCCO)C3)cc2o1 (centres undefined) | 4 | -4 | 18 | 4 | 10 | -2 | -4 | nt | nt | nt

Gathered by group, the entries above with two or more sulfur atoms (3)
SMILES | Rv3671c inh | PriA SSB inh | VHR inh abs | CCHFV vOTU inh | MazEF act | PrPC surface inh | SARS 3CLpro inh | BoNT A protease | Anthrax LF prot | BoNT F protease
CC(=O)NS(=O)(=O)c1ccc(NC(=O)CSc2ccccc2)cc1 | 8 | -3 | -4 | -9 | -1 | 6 | 0 | 0.6 | -3 | 4
COc1nccnc1NS(=O)(=O)c1ccc(NC(=S)NC(=O)/C=C/c2ccc(F)cc2)cc1 | -1 | 11 | -3 | 38* | 12 | 0 | -3 | -0.1 | 4 | 2
CC1=Nc2ccccc2/C1=C/c1c(N)n2c(S(=O)(=O)C(C)C)nsc2nc1=O | -2 | nt | 6 | 8 | 0 | -8 | 7 | 0.0 | -1 | 2

(more compounds)
SMILES | Rv3671c inh | PriA SSB inh | VHR inh abs | CCHFV vOTU inh | MazEF act | PrPC surface inh | SARS 3CLpro inh | BoNT A protease | Anthrax LF prot | BoNT F protease
CC(=O)N(c1c(C)n(C)n(-c2ccccc2)c1=O)C1(C(=O)NC2CCCC2)CCCCC1 | 5 | 3 | 4 | 5 | -8 | 2 | 0 | nt | nt | nt
CCc1cc2ccc(C)cc2nc1SCC(=O)Nc1cc(C)on1 | -6 | -13 | 11 | -3 | -12 | -3 | 3 | 0.7 | -3 | 1
Cc1sc(-c2cccnc2)nc1OC(=O)C1CC1 | -1 | -6 | -19 | 4 | -1 | 0 | 2 | -0.3 | 5 | 2
CCN(CC)c1nc(-c2ccc(C(=O)NN)cc2)nc(-c2ccc(C(=O)NN)cc2)n1 | nt | -7 | 10 | -2 | 3 | 5 | 1 | 2.4 | 5 | 3
COc1ccc(NC(=O)CCNC(=O)c2ccco2)c(OC)c1 | 0 | -2 | 25 | 7 | 0 | -2 | -1 | 0.5 | -1 | 0
CC(C)(C)c1ccc(CN2C(=O)CN=C(c3ccccc3)c3ccccc32)cc1 | -5 | -2 | 6 | 17 | -3 | 2 | -6 | ? | -2 | 0
O=C(Nc1cccc(C(F)(F)F)c1)c1csc(-c2ccncc2)n1 | -16 | -12 | 26 | -3 | 1 | 2 | -2 | -0.7 | -7 | -4
COCCn1c(N)c(Sc2ccc(Cl)cc2)c(=O)[nH]c1=O | -11 | -8 | 25 | 11 | 5 | -1 | -1 | 1.1 | 2 | -6
CC(C)Nc1nc(Nc2ccc(F)cc2)c2sccc2n1 | nt | nt | nt | 10 | nt | -2 | nt | -0.3 | -1 | -6
Fc1c(F)c(F)c(SCn2cc(Br)cn2)c(F)c1F | 4 | -5 | nt | -5 | 8 | 7 | nt | -1.1 | 1 | -12
O=C(NCc1ccccc1Cl)C1CCN(S(=O)(=O)N2CCC3(CC2)OCCO3)CC1 | 1 | -11 | 19 | -5 | -4 | 1 | -6 | -0.2 | 1 | -2
CCCCC1=CC2=C(c3ccco3)C(=O)C(C)(OC(=O)c3ccc(OC)cc3)C(=O)C2=CN1CCc1ccccn1 (centres undefined) | 4 | -7 | 4 | 6 | -19 | 26* | nt | 1.1 | -5 | -4
C[C@@H]1CN([C@@H](C)CO)C(=O)CCCn2nncc2CO[C@H]1CN(C)C(=O)Nc1cccc2ccccc12 | nt | nt | nt | 1 | 7 | -2 | nt | -0.3 | -2 | -4
CCOC(=O)SC1=N/C(=C\c2ccc(N(C)C)cc2)C(=O)S1 | -7 | 7 | -1 | -1 | -11 | -8 | 3 | 24 | 20 | 14
COc1ccc2[nH]c(=O)c(CNc3ccccc3OC)cc2c1 | -9 | 2 | -2 | -17 | 3 | 0 | -2 | -0.6 | -12 | -18
NC(=O)c1nsc(C(=O)N(CC(=O)NC2CCCCC2)Cc2ccc(F)cc2)c1N | -18 | 0 | 21 | 3 | 10 | -6 | -1 | 1.6 | 2 | 15
O=c1oc(-c2ccccc2F)nc2scc(-c3ccccc3)c12 | 2 | -10 | 29 | -2 | 13 | 6 | 5 | -3.9 | ? | -17
FC(F)(F)c1cc(-c2ccccc2)nc(-n2cc(Cl)cn2)n1 | 3 | -4 | 0 | -5 | 9 | -5 | 4 | -1.7 | -4 | -6
CSc1ccc(N2CCN(CCCNC(=O)Nc3ccccc3F)CC2)cc1 | 9 | 10 | -20 | 0 | 8 | 0 | 2 | -3.6 | -2 | -8
CC1(C)Cc2c(C#N)c(NCc3ccco3)nc(-c3ccco3)c2CO1 | -13 | -7 | 0 | -1 | -3 | -6 | 3 | 0.3 | -4 | -11
CCOc1ccccc1N1CCN(C(=O)c2cc3cc(OC)ccc3[nH]2)CC1 | -4 | 5 | -1 | nt | 1 | nt | -4 | -0.7 | 12 | -16
CC(=O)NCCNc1nc2cc(-c3cscc3C)sc2c(=O)n1C | nt | nt | nt | -5 | nt | -12 | nt | -0.4 | -8 | -9
COc1ccc(C2=NS(=O)(=O)N(C)C(C(=O)Nc3ccc(C(C)=O)cc3)=C2)cc1OC | -10 | 18 | -6 | 7 | 6 | 0 | -3 | 1.3 | 0 | 2

Bioassay records (PubChem BioAssay)
